From PubChem
Insulin prom up = MIN6 insulin promoter up-regulation | MIN6 insulin promoter-GFP reporter, high-content imaging; hits give high values | z-score at 5 µM | 190,000 compounds, 0.3% hits | AID 1625;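 active = z-score above 3 at 5 µM with at least 500 cells counted in the well; inconclusive = wells under 500 cells, flagged as cytotoxic or low count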
Autophagy mod = modulators of autophagy; MEF GFP-LC3 puncta imaging; test concentration mostly 10 µM; calls only at 10 µM (by protocol); 190,000 compounds, 0.98% hits; AID 463193;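 active = percentage of spot-positive cells more than 3 SD above its plate mean, without a fluorescence outlier flag or 80% toxicity; inconclusive = no clear call, values can overlap the other calls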;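 note: spot-positive cell cutoff set from DMSO-treated cells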
Dynein transport = dynein cargo transport inhibition; 220,000 compounds, 0.47% hits; 3617.4 mouse cells, GR-EGFP nuclear translocation imaging; test concentration mostly 20 µM; stimulated with dexamethasone, 1 µM; hits give low values; z-score, hits read low;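 active = plate z-score of nuclear minus cytoplasmic receptor signal below a set negative limit, without overly bright fluorescence or cell loss, cut at about -3.5 in these data, passing the limit was not always enough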;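 note: z-score of nuclear minus cytoplasmic ring GR-EGFP intensity difference per well; some compounds called inactive have numbers as strong as hits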
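Buffer or medium: tetracycline-free induction medium containing charcoal-stripped FBS / Reagent: dexamethasone agonist, 1.0 µM final, for 30 min / Technique: automated 10x imaging of fixed Hoechst-stained cells / Times: induction 48 h, compound 1 h, agonist 30 min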
M1AAP inhibition = P. falciparum M1AAP inhibitors, biochemical, fluorogenic H-Leu-NHMec substrate, 1536-well (AID 1445); recombinant M1AAP, H-Leu-NHMec fluorogenic kinetic assay; higher % means a stronger effect; one-dose inhibition, % at 30 µM; IC50 in µM for titrated hits; 220,000 compounds, 0.42% hits;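 active = primary inhibition above the hit cutoff, then over 50% inhibition at one or more dose response concentrations, cut at about 23% in these data, passing the limit was not always enough; inconclusive = conflicting primary data, or primary hits not chosen for dose response; inactive = low primary inhibition, or under 50% at every dose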;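 note: plate controls were DMSO full reaction for no effect and no enzyme background for full effect; strong numbers were not always called active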
MT stabilize HCS = microtubule stabilizers in HeLa cells. HeLa tubulin immunostaining HCS, 24 h; share of cells brighter than vehicle mean+2SD. % tubulin-high responders, % at 10 µM. 200,000 compounds, 0.83% hits. AID 2205;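 active = plate Z-score above 3 for both tubulin-high and condensed-nucleus cell shares, with cell loss under 80%, at 10 µM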;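 note: anti alpha tubulin signal scored within the nucleus-defined area of each cell; some results filed as inactive read as strong as hits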
P. falciparum M17LAP = P. falciparum M17LAP inhibitors, primary screen, biochemical, fluorogenic H-Leu-NHMec substrate, 1536-well (AID 1619). recombinant M17LAP, H-Leu-NHMec fluorogenic kinetic assay; higher % means a stronger effect. 220,000 compounds, 0.38% hits. inhibition, % at 30 µM; hits with a dose series show IC50 in µM;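 active = compound inhibiting the enzyme by more than half at any dose during confirmatory dose-response retesting; inconclusive = strong single-dose inhibitors picked by rank but not retested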;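 note: plate controls were full reaction with DMSO carrier for no effect and no enzyme background for full effect; strong numbers were not always called active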
Yfh1-off respiration = mitochondrial function rescue without frataxin homolog – Friedreich's ataxia, plus single-dose screen, dose response (AID 1465) | S. cerevisiae Yfh1-off respiration, WST-1 reduction, 72 h; higher fold induction means a stronger effect | fold induction at 50 µM, or EC50 in µM where a hit was titrated | 220,000 compounds, 0.074% hits;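 active = fold induction of absorbance versus untreated yeast above a set limit, then at least 30% activation at any dose in follow-up; inconclusive = repeats straddling the limit, or above it without dose testing; inactive = fold induction below the set limit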;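 note: activators that raise dye reduction in frataxin-depleted yeast; strong numbers were not always called active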
ER stress rescue = protection against thapsigargin-triggered cell killing – 384-well, CSM14.1, ATP luminescence, primary screen (AID 1222); CSM14.1 thapsigargin-induced death rescue, ATP luminescence; higher % means a stronger effect; 190,000 tested, under 10 active; cellular ATP content (survival), % at 20 µM; hits with a dose series show EC50 in µM;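 active = EC50 below 50 µM in the dose-response confirmation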;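 note: death triggered by thapsigargin at about 15 µM added after 2 h compound pretreatment; cell ATP read after overnight thapsigargin exposure of roughly 18 to 22 hours; normalized against plate controls of thapsigargin alone and 5% DMSO vehicle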
Lipid droplet = hepatic lipid droplet formation modulation; 240,000 compounds, 0.4% hits; inhibition, % at 6.5 µM; AML12 mouse hepatocytes, oleate lipid droplets, BODIPY imaging;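 active = lipid droplet intensity inhibited by at least 50%, with more than 500 cells counted; inconclusive = wells with under 300 cells, treated as cytotoxic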
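Technique: fluorescence imaging, 20x objective, two fields per well / Assay system: AML12 hepatocytes (mouse) / Measure: % inhibition of lipid droplet signal / Doses: 6.5 µM single-point dosing / Incubation: overnight exposure / Reagent: 100 µM oleic acid challenge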
Dynein transport cytoplasmic EGFP = further read-out of Dynein transport, marked with its call; z-score; measured here: cytoplasmic GR-EGFP intensity; hits give high values
Dynein transport nuclear GR-EGFP = recorded beside Dynein transport, whose call it bears; z-score; measured here: nuclear GR-EGFP intensity;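 lower value marks the stronger effect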
Dynein transport cell count = also measured in Dynein transport; calls as there; z-score; measured here: cell count per field
Insulin prom up cell count = recorded beside Insulin prom up, whose call it bears; cell count; measured here: cytotoxicity, nuclei count;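 total cells summed across four imaged fields per well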
Lipid droplet cells 6.5 µM = further read-out of Lipid droplet, marked with its call; cell count; measured here: cell count, cytotoxicity flag;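 cells counted across two imaged fields per well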
MT stabilize HCS Hoechst-high % = also measured in MT stabilize HCS; calls as there; % Hoechst-high responders; measured here: nuclear condensation Hoechst responders;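 share of cells brighter than vehicle mean plus two SD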
MT stabilize HCS cytotoxicity % = further read-out of MT stabilize HCS, marked with its call; toxicity, %; measured here: cytotoxicity by cell density;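 0% = mean cell density of plate MIN control wells and 100% = no cells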
Autophagy mod cell loss 18 h = also measured in Autophagy mod; calls as there; toxicity, %; measured here: cell loss, nuclei count;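 cell loss after 18 h compound exposure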
The depositor's hits bear a star; i = inactive; ? = inconclusive; · = not tested or not shown; + = active, no number. Rows were taken by chance. Share with any hit: about 3.5%.

SMILES	Insulin prom up	Insulin prom up cell count	Autophagy mod	Autophagy mod cell loss 18 h	Dynein transport	Dynein transport cytoplasmic EGFP	Dynein transport nuclear GR-EGFP	Dynein transport cell count	M1AAP inhibition	MT stabilize HCS	MT stabilize HCS Hoechst-high %	MT stabilize HCS cytotoxicity %	P. falciparum M17LAP	Yfh1-off respiration	ER stress rescue	Lipid droplet	Lipid droplet cells 6.5 µM
N#CCCN(CCN1CCCC1)S(=O)(=O)c1ccc(-c2ccc([N+](=O)[O-])cc2)cc1	-0.24	1453	i	-2	0.29	-0.2	0.13	0.034	5%	2.1	3.0	7.1	28%	i	2.4%	-5	662
Nc1ccc2nc(CCCO)[nH]c2c1	0.25	1147	·	·	-0.93	-0.19	-0.077	-0.18	1%	·	·	·	10%	i	·	10	663
COc1c(Br)cc2c(C)c(C(=O)N3CCOCC3)oc2c1Br	-0.9	1250	i	-3	-0.013	-0.24	0.27	0.98	5%	3.1	2.9	6.6	6%	i	-0.8%	0	638
O=C(c1ccc(CN2CCOCC2)cc1)N1CCN(c2cccc(Cl)c2)CC1	1.1	762	i	2	-0.7	-0.1	-0.14	0.92	11%	2.4	1.3	3.1	6%	i	8.8%	-9	786
COc1ccc(Cn2c(CCC(=O)Nc3ccc(C)c(C)c3)nc3cccnc32)cc1	0.45	878	i	0	2.7	-0.077	2	-1.7	5%	3.1	1.3	4.3	3%	i	-1.2%	-9	734
O=C(Nc1ccccc1)N1CCN(c2ccccn2)CC1	-0.1	1658	i	-19	2.2	-0.2	1.1	-0.66	19%	2.8	1.1	4.9	9%	i	-1.0%	·	·
CC(C(c1cccs1)c1c(N)n(C)c(=O)n(C)c1=O)[N+](=O)[O-] (centres undefined)	-0.9	916	·	·	-0.24	-0.18	0.25	0.79	2%	·	·	·	-2%	i	·	8	684
CC1CCc2sc(C(=O)N/N=C/C3CCCCC3)cc2C1 (centres undefined)	-0.08	1267	+	-2.3*	0.33	-0.24	0.47	-0.62	1%	3.5	1.9	3.7	0%	i	-1.4%	21	666
COc1ccc2nc(N3CCCC(O)C3)c(C#N)cc2c1 (centres undefined)	-0.18	1358	i	-21	-0.47	-0.19	-0.17	-0.0098	16%	1.2	1.0	7.4	-62%	·	-3.8%	·	·
CC(=O)CCc1c(C)[nH]c2ccccc2c1=O	-0.12	1099	i	-1	-0.47	-0.26	0.22	-0.39	16%	1.5	0.1	25	12%	i	-2.6%	8	760
N/C(Cc1cccc2ccccc12)=N\OC(=O)Cc1cccs1	1.4	1205	i	8	-0.38	-0.21	-0.024	-0.15	6%	1.5	2.1	11	-1%	i	-5.9%	-18	603
CC(C)OC(=O)C1C2C=CC3(CN(CC4CCCO4)C(=O)C13)O2 (centres undefined)	1.3	2014	i	-4	-1	-0.27	-0.84	0.28	3%	4.0	1.7	4.5	3%	i	-2.5%	0	579
O=C(N/N=C/c1cccc(F)c1)NC1CCCCC1	-0.39	1516	i	-8	-0.49	-0.27	-0.56	0.089	0%	4.5	1.4	7.7	7%	i	0.6%	16	691
CN(C)S(=O)(=O)c1ccc(C(=O)Nc2nnc(SCc3cccc4ccccc34)s2)cc1	0.68	1335	i	-14	-0.29	-0.32	-0.38	1.1	2%	5.8	2.7	1.1	0%	i	-0.7%	?	·
CN(C)c1ccc(/C=c2\sc3n(c2=O)CCCN=3)cc1	1.6	1836	i	-4	-0.37	-0.21	0.11	-0.17	11%	2.6	1.7	3.8	17%	?	-4.8%	-1	642
COc1ccc(C2CC(c3ccccc3)=NN2C(=O)CSc2nccc(=O)[nH]2)cc1 (centres undefined)	·	·	i	11	0.57	-0.18	0.18	0.11	2%	2.5	2.6	0.6	44%	i	-2.1%	2	563
O=C(Cc1nc2ccccc2s1)c1ccc(O)cc1O	1.2	1174	i	-6	-0.71	-0.17	-0.087	0.71	10%	2.1	2.2	7.6	48%	i	·	0	692
COc1cc(/C=N/N2C(=O)c3ccccc3C2=O)ccc1O	-0.02	1397	i	19	0.31	-0.14	0.3	0.53	9%	4.3	2.3	1.2	10%	i	-3.8%	6	621
CS(=O)(=O)N(Cc1ccc(C(=O)NCCSCc2ccco2)cc1)c1ccccc1	-0.68	1051	i	9	1.1	0.1	1	-1.5	0%	0.8	1.1	4.2	0%	i	-0.6%	-5	735
COC(=O)c1sccc1-c1ccc(/C=N/OC(=O)c2ccccc2)o1	·	·	i	13	-0.38	-0.29	0.021	-0.066	3%	2.8	2.4	5.6	2%	i	-2.4%	·	·
COC(=O)c1nc2ccccc2s1	·	·	i	-4	-0.34	-0.2	-0.22	0.073	7%	3.8	1.6	4.8	-5%	i	-1.0%	-2	746
Fc1ccc(CSc2ncnc3c2oc2ccccc23)cc1	·	·	i	1	0.041	-0.23	0.17	0.098	3%	3.3	2.2	3.1	6%	i	0.0%	-7	706
CCSc1nnc(NC(=O)COc2ccc(Cl)cc2)s1	0.45	1201	i	29	-0.58	-0.28	-0.34	0.29	-4%	3.5	1.6	11	0%	i	·	5	692
C=CCc1ccccc1OCCSc1nc2ccc([N+](=O)[O-])cc2s1	·	·	i	-4	-0.39	-0.24	-0.43	-0.37	1%	1.8	1.4	3.6	-4%	i	14%	0	616
Cc1cc(S(=O)(=O)N2CCN(C(=O)CCC(=O)N3CCOCC3)CC2)ccc1Br	-0.13	981	·	·	-0.79	-0.8	-0.65	0.62	·	·	·	·	·	i	·	4	668
CCOc1cc(NC(=O)c2cccs2)c(OCC)cc1NC(=O)c1ccccn1	0.76	1550	i	-20	-0.048	0.42	0.47	0.3	·	2.9	10.0	13	·	i	0.2%	-3	730
NC(=O)c1c(NC(=O)c2cccnc2Cl)sc2c1CCCC2	-0.11	1333	i	10	-0.4	-0.19	-0.063	0.17	13%	1.9	2.7	11	7%	i	3.9%	2	747
Cc1cc(SC(C)C(=O)NCC(=O)Nc2ccc(F)c(F)c2F)nc2ccccc12 (centres undefined)	0	1574	i	1	-0.91	-0.28	-0.76	0.61	1%	3.7	3.4	4.3	0%	i	-0.6%	-12	603
Cc1ccnc(NS(=O)(=O)c2ccc(NC(=O)C34CC5CC(CC(C5)C3)C4)cc2)n1	-0.28	993	i	1	0.43	0.19	0.35	0.44	0%	1.3	1.8	6.0	1%	i	0.7%	5	766
c1ccc(-c2cc(-c3nc4ccccc4[nH]3)c3ccccc3n2)cc1	0.04	1076	i	7	0.53	-0.15	1.6	-0.84	12%	3.7	4.6	4.3	-5%	i	-0.4%	-5	681
COC(=O)C1CCN(CCCOc2ccc(CN3CCN(c4ccc([N+](=O)[O-])cc4)CC3)cc2)CC1	0.14	1432	i	23	0.93	-0.15	0.6	-0.35	1%	2.5	1.8	4.8	2%	i	-0.9%	1	677
O=C(CSc1cccc[n+]1[O-])c1ccccc1Br	-1.2	1251	i	25	2	-0.27	1.2	-1.4	1%	5.0	1.5	9.9	-6%	i	17%	2	722
Cc1cc(C(=O)COC(=O)CC2Sc3ccccc3NC2=O)c(C)n1-c1ccc(Br)cc1 (centres undefined)	0.05	1224	i	15	3.2	-0.28	2.7	-1.2	2%	3.7	3.4	10	6%	i	-2.4%	7	591
Cc1nc(NC(=O)c2ccccc2)sc1Cc1ccc2c(c1)OCO2	-0.4	1370	i	-44	-0.09	-0.22	-0.32	0.32	1%	11*	28*	31*	12%	i	-2.9%	-48	689
CC(C)(C)NC(=O)C1Cc2ccccc2CN1S(=O)(=O)c1ccc(F)cc1 (centres undefined)	0.2	1252	i	-2	-0.37	-0.28	-0.2	0.29	7%	1.7	1.1	11	-2%	i	·	-8	662
CCOC(=O)c1sc(Nc2nc3c(OC)cccc3s2)nc1C	-0.11	1225	i	0	0.088	-0.31	0.62	0.28	2%	2.8	1.7	1.2	-8%	i	-1.5%	6	791
O=C(c1ccc(-c2cccc(C(F)(F)F)c2)o1)N1CCOCC1	-0.28	1781	i	-6	0.43	-0.17	0.042	0.078	1%	2.6	2.2	5.3	-4%	i	-2.7%	7	677
